AmpC inh no detg: AmpC beta-lactamase inhibition without detergent; AmpC nitrocefin hydrolysis, absorbance 480 nm, 0.0001% Triton; Potency, µM (titrated, usually from 57.1 µM), for inactives: at the top dose activity change, negative = inhibition, usual class: inhibitors; 330,000 tested, 0.52% active; AID 485341; P00811;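 also: potency is read from the fitted curve at half-maximal effect; plate controls were no compound for no effect and no enzyme for full effect; nearly all actives have a fitted effect of over 20% in size; some results filed as inactive show a strong effect at the top dose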
Target sequence (P00811 whole entry, looked up): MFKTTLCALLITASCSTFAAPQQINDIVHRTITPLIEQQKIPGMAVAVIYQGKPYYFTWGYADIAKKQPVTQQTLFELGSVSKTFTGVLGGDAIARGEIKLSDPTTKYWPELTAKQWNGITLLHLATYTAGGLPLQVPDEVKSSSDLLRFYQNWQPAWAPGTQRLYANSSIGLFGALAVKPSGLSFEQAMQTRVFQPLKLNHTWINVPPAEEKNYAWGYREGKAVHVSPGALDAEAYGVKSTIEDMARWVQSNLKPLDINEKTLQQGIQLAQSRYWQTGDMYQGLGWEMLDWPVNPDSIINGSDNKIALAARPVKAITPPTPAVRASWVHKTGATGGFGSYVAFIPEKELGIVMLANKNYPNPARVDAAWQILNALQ
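20 mM phosphate pH 7.0 + 0.01% (detergent screen) or 0.0001% Triton X-100; 5.3 nM AmpC reagent; cpd preinc 15 min RT; nitrocefin (800 uM stock) to start; A480 q20 s × 4 min; Activity was normalised to no-enzyme and no-compound control wells.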
HCMV inh: inhibitors of human cytomegalovirus. HFF cells, HCMV-luciferase reporter, 72 h; active compounds read low. activity change, negative = inhibition, % at 57.5 µM. 410,000 tested, 4.5% active; in the data active = activity change below about -60%; inconclusive = no clear call, values can overlap the other calls; inactive = above about -39%
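HFF cells seeded 16 h at 37C, treated with compounds, infected with luciferase-reporter HCMV at MOI 1 PFU/cell; luciferase read at 72 h post infection, normalized to buffer-only and Salinomycin controls.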
AmpC inh detg: inhibitors of E. coli AmpC beta-lactamase with detergent; Potency, µM (highest dose often 114 µM), for the others: at the top dose activity change, negative = inhibition, usual class: inhibitors; AmpC hydrolysis of nitrocefin, absorbance 480 nm, 0.01% Triton; P00811; 370,000 tested, 0.041% active;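 also: potency is read from the fitted curve at half-maximal effect; 0% = no-compound wells and -100% = no-enzyme wells; nearly all actives have a fitted effect of over 25% in size; some results filed as inactive show a strong effect at the top dose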
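AmpC (5.3 nM in the dispensed reagent) in 20 mM phosphate pH 7.0 with 0.01% (detergent screen) or 0.0001% Triton X-100 was preincubated with compounds for 15 min at room temperature. Nitrocefin was then added from an 800 uM solution, and hydrolysis was followed at 480 nm.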
Giardia FBPA inh: Giardia lamblia aldolase inhibition; A8B2U2; purified Giardia FBPA; Potency, µM (highest dose often 59.6 µM), for the others: at the highest dose activity, negative = inhibition, most hits filed as inhibitors; 290,000 tested, 0.71% active; AID 2451; also: potency is read from the fitted curve at half-maximal effect; nearly all actives have a fitted effect of over 55% in size
Target sequence (A8B2U2 whole entry, looked up): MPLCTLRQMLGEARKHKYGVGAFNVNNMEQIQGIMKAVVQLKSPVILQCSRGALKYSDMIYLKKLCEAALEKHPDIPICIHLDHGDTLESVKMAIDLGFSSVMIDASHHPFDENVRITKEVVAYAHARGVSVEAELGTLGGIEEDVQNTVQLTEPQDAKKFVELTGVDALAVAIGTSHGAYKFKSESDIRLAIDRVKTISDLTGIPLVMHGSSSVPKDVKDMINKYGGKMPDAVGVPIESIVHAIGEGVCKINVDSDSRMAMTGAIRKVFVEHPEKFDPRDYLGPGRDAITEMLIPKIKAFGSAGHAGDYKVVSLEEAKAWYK
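Giardia FBPA (40 nM reagent) was preincubated 10 min at RT with compound (up to 57.5 uM final), then substrate plus GAPDH/TPI/NAD/arsenate coupling system with diaphorase/resazurin was added; resorufin fluorescence (525/598 nm) was read after 20 min.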
Sm TGR inh: inhibitors of Schistosoma mansoni thioredoxin glutathione reductase; Q962Y6; purified TGR, DTNB reduction, TNB absorbance 405 nm; Potency, µM (top dose mostly 114 µM), inactives show at the highest dose activity change, negative = inhibition, most hits filed as inhibitors; 360,000 tested, 3% active; AID 485364; also: potency is read from the fitted curve at half-maximal effect; nearly all actives have a fitted effect of over 60% in size
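TGR 20 nM + NADPH 100 uM (dispensed conc.), cpd preinc 15 min RT; start with NADPH (500 uM addition) then DTNB (15 mM addition). Kinetic TNB absorbance, 405 nm filter. Four-parameter Hill fit across titration.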
HCV inh: blocks hepatitis C virus. Huh7.5.1 HCVcc-Cre infection, luciferase reporter, 44 h. Potency, µM (top dose mostly 41.8 µM), inactives show at the highest dose activity change, negative = inhibition, actives largely listed as inhibitors. 340,000 tested, 3.4% active; also: potency is read from the fitted curve at half-maximal effect
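Infectious HCVcc-Cre (~0.5 moi) was added to cells just after compound, with cells seeded 4 h earlier at 1,000 per well. Luciferase activity after 44 h culture reported infection; substrate was incubated 15 min at room temperature before reading.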
Starred values were filed as active, the others as inactive; ? = inconclusive; . = not tested or not shown; & = joins results of further samples; [ ] = dose if it differs, or a comment. Unless noted, calls follow the shape of the dose curve; as a rule, active = well fitted curve in the direction sought with a large enough effect; inconclusive = small, poorly fitted or top-dose-only effect, or another doubt; inactive = no such curve, though single readings can be large; an effect the other way counts as inactive or inconclusive. Unless noted, % is scaled to controls: 0 for no effect and ±100 for the full control effect.

SMILES	AmpC inh no detg	HCMV inh	AmpC inh detg	Giardia FBPA inh	Sm TGR inh	HCV inh
Clc1ccc2oc(SCc3cccnc3)nc2c1	10%	.	-5%	5%	-2%	-1%
O=C(c1ccc(Cl)c(S(=O)(=O)N2CCCCC2)c1)N1CCCC(C(F)(F)F)C1 (configuration not stated)	35%	?	-5%	.	-9%	-10%
COc1ccc(CN(CC(=O)NCC2CCCO2)C(=O)CCC(=O)Nc2cc(C)on2)cc1 (configuration not stated)	-8%	25	-7%	5%	0%	0%&29%
Oc1[nH]c(=S)sc1C=C1N=c2ccccc2=N1	-35%	81	6%	-9%	-12%	3%
CCC(C)N1CCC2(CC1)N=c1c(c3c4c5c(C)c(O)c3c(O)c1=NC(=O)C(C)=CC=C[C@H](C)[C@H](O)[C@@H](C)[C@@H](O)[C@@H](C)[C@H](OC(C)=O)[C@H](C)[C@@H](OC)C=CO[C@@](C)(O5)C4=O)N2 (some centres not stated)	233%[activator]	32	-13%	.	-8%	10%
COC(=O)c1c(C)sc(-c2c(-c3ccc4c(c3)OCCO4)[nH]c3c2c(=O)[nH]c(=O)n3C)c1O	.	34	21%	.	-8%	.
Cc1ccc(S(=O)(=O)NCCc2nnc3ccc(SCC(=O)Nc4ccc(OC(F)(F)F)cc4)nn23)cc1	.	-10	18%	.	6%	.
CN(C)c1ccc(/C=C2\C(=O)NC(=O)N(CCc3ccc(F)cc3)C2=O)cc1	-45%	27	-11%	4%	4µM*	20%
CCCCNS(=O)(=O)C1CCS(=O)(=O)C1 (configuration not stated)	-21%	7	1%	6%	-6%	15%
Cc1cc(F)ccc1NS(=O)(=O)c1c(C)nc2scc(C)n2c1=O	-17%	-20&-17	-2%&13%	-1%	-6%&-22%	-23%
O=[N+]([O-])c1ccc(-c2nnc3cccc(Cl)n23)cc1	-6%	-20	0%	21%	-6%	9%
CC(Oc1ccc(Cl)cc1)C(=O)N1CCCc2ccccc21 (configuration not stated)	22%	-23	-1%	-1%	-6%	4%
O=C(CSc1nnc(-c2cccs2)o1)Oc1ccccc1	.	5	-7%	.	0%	.
O=C(O)c1ccccc1NCCO	-15%	-8	0%	3%	1%	11%
C#Cc1ccc([C@@H]2C=C(C(=O)O)O[C@H](OCc3ccc(CO)cc3)C2)cc1	-24%	-7	-3%	23%	35µM*	?
Cc1nc2nc(C(F)(F)F)[nH]n2c(=O)c1Cc1ccccc1	.	2	2%	.	5%	.
Cc1ccc(S(=O)(=O)N2CCC(N3CCC(C)CC3)CC2)cc1	-3%	-22	1%	.	1%	-8%
CCCCc1ccc(NC(=S)NCCO)cc1	-8%	-23	-3%	6%	5%	1%
COc1cc(/C=C(/C#N)C(=O)Nc2ccccc2)ccc1OCc1ccc(C(=O)O)cc1	-24%	?	7%	7%	0%	-3%
CCOC(=O)C1CCCN(C(=O)CNC(=O)c2ccc(Br)o2)C1 (configuration not stated)	-3%	-7	.	.	.	5%
O=c1c2c(ncn1Cc1ccccc1)nc1n2CCC1	-2%	?	-15%	0%	5%	13%
O=C(NCCc1ccccc1)C1CCCN(C(=O)NC2CCCCC2)C1 (configuration not stated)	10%	1	-14%	1%	0%	-6%
Cc1ccccc1Oc1nc2c(C)cccn2c(=O)c1/C=C(\C#N)C(=O)NC1CCS(=O)(=O)C1 (configuration not stated)	122%[activator]	85	-4%	-8%	-27%	-22%
COC(=O)C1C(O)=C(C=Nc2cccc3ccccc23)C(=O)CC1(C)C (configuration not stated)	98%[activator]	103	-2%	-16%	1%	-18%
O=C(Cn1c(=O)c2cccn2c2ccc(F)cc21)N1CCN(c2ccc(F)cc2)CC1	-8%	0&-20	-9%&-3%	.	-8%&-10%	-22%
CCCC(=O)Nc1ccc(C(=O)N/N=C2\CC(=O)CC(C)(C)C2)cc1	.	11	-10%	5%	-12%	.
Cc1nnsc1C(=O)NNS(=O)(=O)c1ccccc1	0%	39	2%	-4%	14%	12%
CCOC(=O)c1ccc(N=c2sc(C(=O)OC)cc(=O)n2Cc2ccc3c(c2)OCO3)cc1	-18%	-14	8%	3%	5%	-15%
CCOc1cc(CNCCO)cc(Br)c1OCc1ccccc1Cl	91%[activator]	-3	3%	-2%	-3%	8.9µM*
O=C(OCC(=O)N1CCCc2ccccc21)c1cccc(S(=O)(=O)N2CCOCC2)c1	38%	-19	-7%	.	?	15%
CCOC(=O)c1[nH]cnc1C(=O)O	-10%	56	8%	18µM*	12%	12%
CC1CCN(C(=O)C2CCCN(c3ncnc4c3nc3n4CCCCC3)C2)CC1 (configuration not stated)	127%[activator]	-27	0%	.	4%	?
NS(=O)(=O)c1cccc(NC(=O)COC(=O)c2ccccc2C(=O)c2ccccc2)c1	-47%	-6	-1%	.	-6%	-18%
Cc1cc(C)nc(SCCS(=O)Cc2ccc(Cl)cc2)n1 (configuration not stated)	30%	3	3%	6%	2%	?
CCN1C(=O)C(CC(=O)NCc2ccc(Cl)cc2)N(CC)C1=O (configuration not stated)	-7%	38	-9%	-3%	3%	-2%
Cc1ccc(N2C(=O)N(C(C)C)C(C)(C)CC2(C)O)cc1 (configuration not stated)	33%	-24	-6%	9%	11%	-10%
COC(=O)COc1cccc2c(=O)n(CC(=O)NCc3ccccc3)ccc12	1%	?	3%	0%	0%	-28%
CCN1/C(=C/C=C/C=C/C=C/c2sc3ccccc3[n+]2CC)Sc2ccccc21	29%	-96*	-17%	?	40µM*	?
COC(=O)c1ccc(NC(=O)CN2CCN(c3ccccn3)CC2)cc1	-2%	44	-3%	1%	12%	0%
Cc1ccsc1C(=O)NNC(=O)c1ccc(NS(=O)(=O)c2cccs2)cc1	-19%	-34	?	.	-2%	-16%

Two entries picked at random from those above:
SMILES	AmpC inh no detg	HCMV inh	AmpC inh detg	Giardia FBPA inh	Sm TGR inh	HCV inh
COC(=O)C1C(O)=C(C=Nc2cccc3ccccc23)C(=O)CC1(C)C (configuration not stated)	98%[activator]	103	-2%	-16%	1%	-18%
NS(=O)(=O)c1cccc(NC(=O)COC(=O)c2ccccc2C(=O)c2ccccc2)c1	-47%	-6	-1%	.	-6%	-18%

Profiles, quoted from the list.
COC(=O)C1C(O)=C(C=Nc2cccc3ccccc23)C(=O)CC1(C)C (configuration not stated) reads AmpC inh no detg = 98%[activator]; HCMV inh = 103; AmpC inh detg = -2%; Giardia FBPA inh = -16%; Sm TGR inh = 1%; HCV inh = -18%
Oc1[nH]c(=S)sc1C=C1N=c2ccccc2=N1 reads AmpC inh no detg = -35%; HCMV inh = 81; AmpC inh detg = 6%; Giardia FBPA inh = -9%; Sm TGR inh = -12%; HCV inh = 3%
Cc1ccsc1C(=O)NNC(=O)c1ccc(NS(=O)(=O)c2cccs2)cc1 reads AmpC inh no detg = -19%; HCMV inh = -34; AmpC inh detg = ?; Giardia FBPA inh = .; Sm TGR inh = -2%; HCV inh = -16%

Carrying on.
SMILES	AmpC inh no detg	HCMV inh	AmpC inh detg	Giardia FBPA inh	Sm TGR inh	HCV inh
NN=C(N)N	-20%	22	?	-2%&1%&2%&-6%	-8%	?
CN(C)c1ccc(C(CNC(=O)c2ccccc2C(F)(F)F)N2CCOCC2)cc1 (configuration not stated)	.	-8	2%	.	-1%	.
O=S(=O)(c1ccc(Br)cc1)N1CCN(c2ccccc2)CC1	-27%	23	-5%	8%	65%[activator]	7%
O=C(c1ccc(C#CC2(O)CCCCC2)cc1)N1CCN(C(c2ccccc2)c2ccccc2)CC1	22%	114	-12%	-6%	0%	?
CC1CN(C2CCN(C(=O)c3ccccc3)CC2)CC(C)O1 (configuration not stated)	-24%	0	-3%	-21%	-14%	14%
CC(=O)c1ccc(-c2ccc(-c3cc(=O)oc4c(C(C)C)ccc(C)c34)cc2)cc1	-27%	-29	.	-2%	.	-11%
CCNC(=S)Nc1ccc(C)c(Cl)c1	-12%	9	5%	2%	2%	4%
CCCSc1nnc2n(N)c(=O)c3ccccc3n12	-21%	2	-4%	3%	29%	0%
COc1ccc(CCNC(=O)CCCn2c(=O)c3cccn3c3cccnc32)c(OC)c1OC	18%	-3	0%	.	-4%	?
O=C(O)c1ccc(N=Cc2c(O)n(Cc3ccc(F)cc3)c(=O)[nH]c2=O)cc1	-18%	5	0%	-12%	-24%	9%
Cc1c(NS(=O)(=O)c2cc(C(=O)NC(C)c3ccccc3)ccc2Cl)c(=O)n(-c2ccccc2)n1C (configuration not stated)	-16%	11	?	.	7%	25%
COC(=O)c1ccc2c(=O)n(C3CCCCC3)c(SCC#N)nc2c1	-1%	?	-21%	2%	-2%	4%
CCOc1ccc(C2C=C(c3ccccc3)Nc3nnnn32)cc1 (configuration not stated)	-30%	29	?	-8%	-23%	-16%
CCNc1nc(ON=C(C)C)nc(N(C)C)n1	-18%	25	-16%	3%	0%	16%
COc1ccc(-c2noc(CN(C(=O)c3cc(OC)c(OC)cc3OC)C(C)C)n2)cc1	.	-1	-4%	.	2%	.
O=C(CCOc1ccccc1)N(Cc1cccnc1)c1nc2c(Cl)cccc2s1	.	?	0%	.	1.1µM*	.

Reformatted with values under each structure: part of the list above
Every second line gives: AmpC inh no detg	HCMV inh	AmpC inh detg	Giardia FBPA inh	Sm TGR inh	HCV inh
COc1ccc(-c2noc(CN(C(=O)c3cc(OC)c(OC)cc3OC)C(C)C)n2)cc1
  .	-1	-4%	.	2%	.
CCNC(=S)Nc1ccc(C)c(Cl)c1
  -12%	9	5%	2%	2%	4%
O=C(c1ccc(C#CC2(O)CCCCC2)cc1)N1CCN(C(c2ccccc2)c2ccccc2)CC1
  22%	114	-12%	-6%	0%	?
CCCSc1nnc2n(N)c(=O)c3ccccc3n12
  -21%	2	-4%	3%	29%	0%
